Compound activity (PubChem BioAssay)
H1N1 NS1A inhibition: NS1A inhibition, H1N1 influenza, cell based functional assay (AID 504329). NS1A functional cell-based assay, percent inhibition; higher % means a stronger effect. one-dose inhibition, % at 12.5 µM; IC50 in µM for titrated hits. 340,000 compounds, 0.3% hits; in the data active = a potency from the dose series; note: strong numbers were not always called active
H37Rv inhibition: M. tuberculosis growth inhibition, HTS (AID 449762) | 330,000 compounds, 0.59% hits | inhibition, % at 25 µM, or IC50 in µM where a hit was titrated | M. tuberculosis H37Rv growth inhibition, 7H9 media; higher % means a stronger effect; in the data active = a potency from the dose series;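 note: bacterial growth assessed after seven days of incubation; strong numbers were not always called active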
inhibitors of VEEV: inhibitors of VEEV TC-83 cytopathic effect, confirmation, Vero cells (AID 588727); inhibition, % at 20 µM; hits with a dose series show IC50 in µM; Vero cells, VEEV TC-83 cytopathic effect inhibition; higher % means a stronger effect; 350,000 compounds, 0.13% hits; in the data active = a potency from the dose series; note: strong numbers were not always called active
M. tuberculosis: growth inhibition of non-replicating M. tuberculosis (AID 488890). Mycobacterium tuberculosis non-replicating, growth inhibition; higher % means a stronger effect. one-dose inhibition, % at 25 µM; IC50 in µM for titrated hits. 320,000 compounds, 0.39% hits; in the data active = a potency from the dose series;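 note: plate controls were DMSO cells for no effect and high antibiotic wells for full effect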
Salmonella PhoP GFP: PhoP regulon inhibitors, Salmonella typhi PhoP promoter GFP reporter, confirmatory (AID 1850); Salmonella Typhi PhoP-promoter GFP reporter, fluorescence, 4 h; higher % means a stronger effect; one-dose inhibition, % at 50 µM; IC50 in µM for titrated hits; 310,000 compounds, 0.33% hits; in the data active = a potency from the dose series;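 note: 0% = induced wells with vehicle and 100% = uninduced wells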
* = called active by the depositor; i = inactive; / = no result given. An unsorted share of the library. Share with any hit: about 1.5%.

A first look, 14 compounds:
SMILES	H1N1 NS1A inhibition	H37Rv inhibition	inhibitors of VEEV	M. tuberculosis	Salmonella PhoP GFP
COc1ccc(/C=N/NC(=O)CSc2nnc(CCCc3ccc(OC)c(C)c3)o2)cc1	18%	15%	7.4%	33%	-3%
COc1ccc(-c2nc(=S)n3ccsc3n2)cc1OC	7%	-4%	0.9%	-5%	-55%
CCN(CC)CC#Cc1ccc(C)cc1	1%	-3%	i	8%	13%
O=C(Nc1ccc(F)cc1)N1CCN(c2ccc(F)cc2)CC1	-3%	7%	0.9%	53%	-7%
COc1ccc(NC(=S)Nc2cccc3ccccc23)cc1OC	0%	-16%	6.6%	68%	-11%
COc1ccccc1CNC(=O)COC(=O)Cc1cccs1	-2%	9%	i	20%	-12%
OC(COc1c(F)cc(Br)cc1F)CN1CCN(c2ccc(F)cc2)CC1 (stereo not drawn)	3%	5%	0.7%	27%	3%
COc1ccc(NC(=O)C2CCCN(S(=O)(=O)c3ccc4c(c3)oc(=O)n4C)C2)cc1OC (stereo not drawn)	29%	-5%	11%	1%	-12%
CCOc1ccc(CCNC(=O)C(CCC(N)=O)NC(=O)OCc2ccccc2)cc1OCC (stereo not drawn)	-1%	-2%	0.1%	1%	-4%
COc1ccc2nc(SCC(=O)C(C)(C)C)[nH]c2c1	-2%	-4%	1.1%	8%	0%
COc1ccccc1N1CCN(C(=O)CNS(=O)(=O)c2ccc(Br)s2)CC1	4%	4%	1.1%	-5%	-1%
O=C(CN1CCN(C2CCCCC2)CC1)Nc1ccccc1-c1ccccc1	-6%	-2%	i	0%	-10%
CCOC(=O)c1[nH]c2ccc(OC)cc2c1NC(=O)c1cccc(OC)c1	11%	-2%	2.4%	0%	-1%
Cc1ccnc(SCC(=O)Nc2c(C)n(C)n(-c3ccccc3)c2=O)n1	0%	4%	1.3%	-20%	-2%

The list itself, repeating the preview:
SMILES	H1N1 NS1A inhibition	H37Rv inhibition	inhibitors of VEEV	M. tuberculosis	Salmonella PhoP GFP
COc1ccc(/C=N/NC(=O)CSc2nnc(CCCc3ccc(OC)c(C)c3)o2)cc1	18%	15%	7.4%	33%	-3%
COc1ccc(-c2nc(=S)n3ccsc3n2)cc1OC	7%	-4%	0.9%	-5%	-55%
CCN(CC)CC#Cc1ccc(C)cc1	1%	-3%	i	8%	13%
O=C(Nc1ccc(F)cc1)N1CCN(c2ccc(F)cc2)CC1	-3%	7%	0.9%	53%	-7%
COc1ccc(NC(=S)Nc2cccc3ccccc23)cc1OC	0%	-16%	6.6%	68%	-11%
COc1ccccc1CNC(=O)COC(=O)Cc1cccs1	-2%	9%	i	20%	-12%
OC(COc1c(F)cc(Br)cc1F)CN1CCN(c2ccc(F)cc2)CC1 (stereo not drawn)	3%	5%	0.7%	27%	3%
COc1ccc(NC(=O)C2CCCN(S(=O)(=O)c3ccc4c(c3)oc(=O)n4C)C2)cc1OC (stereo not drawn)	29%	-5%	11%	1%	-12%
CCOc1ccc(CCNC(=O)C(CCC(N)=O)NC(=O)OCc2ccccc2)cc1OCC (stereo not drawn)	-1%	-2%	0.1%	1%	-4%
COc1ccc2nc(SCC(=O)C(C)(C)C)[nH]c2c1	-2%	-4%	1.1%	8%	0%
COc1ccccc1N1CCN(C(=O)CNS(=O)(=O)c2ccc(Br)s2)CC1	4%	4%	1.1%	-5%	-1%
O=C(CN1CCN(C2CCCCC2)CC1)Nc1ccccc1-c1ccccc1	-6%	-2%	i	0%	-10%
CCOC(=O)c1[nH]c2ccc(OC)cc2c1NC(=O)c1cccc(OC)c1	11%	-2%	2.4%	0%	-1%
Cc1ccnc(SCC(=O)Nc2c(C)n(C)n(-c3ccccc3)c2=O)n1	0%	4%	1.3%	-20%	-2%
Cc1ccc(S(=O)(=O)NCCC(=O)N2CCN(c3ccccc3)CC2)cc1C	6%	-7%	1.7%	17%	/
O=C(NNc1ccccc1)c1ccc(Cl)c(Cl)c1	-21%	/	10%	/	/
CCN1CCN(c2ccc([N+](=O)[O-])c(Sc3nc4ccccc4[nH]3)c2)CC1	24%	9%	i	14%	-14%
O=C(CCN1N=C(c2ccccc2)CCC1=O)NCC1CCCO1 (stereo not drawn)	17%	1%	0.5%	-4%	6%
COc1cccc(N(C(=O)Cn2nnc(-c3ccc(C)cc3)n2)C(C(=O)NC(C)(C)C)c2c[nH]c3ccccc23)c1 (stereo not drawn)	-8%	-12%	i	42%	-1%
Cc1cc(C)c2c(n1)SCC(=O)N2CC(=O)Nc1cccc(Cl)c1	8%	11%	0.9%	36%	13%
CCOC(=O)c1cc(C)sc1NC(=O)CN1CCN(C(=O)c2ccco2)CC1	1%	17%	8.2%	36%	-8%
CN(c1ccc(C(=O)N/N=C/c2cccc([N+](=O)[O-])c2)cc1)S(=O)(=O)c1ccccc1	4%	-5%	3.1%	-2%	2%
CCOC(=O)c1c(C)c2c(=O)[nH]cnc2n1-c1ccccc1	-9%	4%	0.8%	-2%	-1%
O=S(=O)(NCCNc1nccc(C(F)(F)F)n1)c1ccccc1	-19%	0%	0.9%	4%	-1%
CC(C)CN(C(=O)COC(=O)c1ccc2ccccc2n1)C1CCS(=O)(=O)C1 (stereo not drawn)	5%	8%	0.2%	-1%	-10%
c1ccc(-c2n[nH]c3c2CCC3)cc1	-21%	49%	1.9%	38%	1%
COc1ccc(C(=O)C(=NNc2ccccc2)c2ccc(OC)cc2)cc1	10%	/	1.5%	/	/
Cc1ccc(CCCNC(=O)C2CCC(=O)N(Cc3cccc(F)c3)C2)cc1 (stereo not drawn)	14%	-4%	i	28%	-1%
O=C(CN1CCOCC1)Nc1ccc(C2CCCCC2)cc1	5%	-2%	i	8%	-8%
c1ncn(C23CC4CC(CC(C4)C2)C3)n1	-4%	-13%	i	-12%	-6%
CCOC(=O)C1CCN(C(=O)c2ccc3snnc3c2)CC1	3%	5%	0.9%	2%	5%
CCOCCCNC(=S)N1CCN(c2nc(-c3ccccc3)cs2)CC1	-5%	12%	i	29%	-5%
CCN(Cc1ccccc1)C(=O)CCNS(=O)(=O)c1cc(Br)cnc1N	1%	-7%	0.2%	-2%	0%
CCOc1ccc(NC(=O)C2CCN(S(=O)(=O)c3ccc4c(c3)CC(C)N4C(C)=O)CC2)cc1 (stereo not drawn)	2%	-2%	0.7%	1%	-1%
COc1ccnc2c1c(=O)n(Cc1cccc(F)c1)c(=O)n2C	0%	-4%	3.3%	7%	5%
Nc1nonc1C(=O)NCCN=Cc1ccccc1O	11%	-5%	3.2%	0%	-1%
COc1ccc(OCCOCCN2CCOCC2)cc1	-7%	3%	1.1%	9%	13%
COc1ccc(C(C)=O)cc1COC(=O)C1CC(=O)N(Cc2ccccc2)C1 (stereo not drawn)	-2%	-4%	2.4%	0%	-3%
Nc1nc(-c2ccccc2)c(CCCOc2ccc(NC(=O)CBr)cc2)c(=O)[nH]1	3%	/	i	/	/
c1cncc(-c2nnc3n2C2(CCCCC2)Cc2ccccc2-3)c1	-13%	3%	i	3%	-7%
CC(=O)c1c(C)[nH]c(C(=O)NCC2CCCCC2)c1C	6%	0%	2.2%	1%	6%
CC1=CC=CC2=NC(=O)CC(C)(C(=O)N(CC(=O)NC3CCCC3)c3ccc(F)cc3)N12 (stereo not drawn)	-11%	-2%	1.0%	-1%	7%
Cn1cc(C(=O)Nc2ccc(Cl)cc2)c(C(F)(F)F)n1	6%	1%	0.7%	-7%	-1%
COc1ccc(S(N)(=O)=O)cc1C(=O)OCCCOC(=O)c1cc(S(N)(=O)=O)ccc1OC	-4%	-5%	3.2%	-7%	-17%
CCOC(=O)C1=C(C)N=c2s/c(=C\c3ccncc3)c(=O)n2C1c1ccc2c(c1)OCO2 (stereo not drawn)	17%	-10%	9.9%	22%	13%
CCOc1ccccc1C(=O)NC(C(=O)Nc1cccnc1)C(C)C (stereo not drawn)	-2%	10%	0.3%	7%	8%
Cc1nnc(NC(=O)CSc2nc3[nH]ncc3c(=O)[nH]2)s1	-19%	18%	2.1%	24%	-1%
O=C(N/N=C/c1cccc(O)c1)c1cc(-c2ccc3c(c2)OCO3)n[nH]1	11%	8%	1.2%	32%	3%
CCOC(=O)CNC(=S)SC	-7%	-2%	5.0%	17%	2%
O=C(O)CCn1c(O)c(C=C2N=c3ccccc3=N2)sc1=S	-10%	6%	7.5%	11%	-2%
O=C(c1ccc(COc2c(F)c(F)cc(F)c2F)o1)N1CCN(c2ccccc2)CC1	6%	4%	6.4%	22%	3%
Cc1ccc(C(=O)NCCN2CCN(C(=O)c3ccc(C)c(C)c3)CC2)cc1C	0%	/	5.3%	/	/
CCc1ccc(NC(=S)N2CCN(S(=O)(=O)c3ccccc3)CC2)cc1	-3%	0%	7.3%	-1%	-8%
OCCc1c[nH]c2ccccc12	-5%	-7%	1.8%	6%	7%
CCOC(=O)c1c(-c2ccc(OC)cc2)oc2ccc(O)cc12	-3%	41%	3.9%	-4%	-9%
COc1cc(C2SCC(=O)N2Cc2ccccc2)ccc1O (stereo not drawn)	-17%	5%	i	0%	3%

(listing goes on)
SMILES	H1N1 NS1A inhibition	H37Rv inhibition	inhibitors of VEEV	M. tuberculosis	Salmonella PhoP GFP
CS(=O)(=O)Nc1ccccc1C(=O)N1CCOCC1	0%	-8%	1.9%	-1%	-13%
NC(=O)c1ccccc1NS(=O)(=O)Cc1ccccc1	6%	5%	6.1%	3%	-4%
O=C(COC(=O)C12CC3CC(CC(O)(C3)C1)C2)NC(=O)NCc1ccco1	-3%	-7%	i	-11%	-15%
Cc1c(S(=O)(=O)NCCc2ccccc2)c(=O)n(C)c(=O)n1C	-2%	-3%	0.5%	-6%	0%
Cn1cccc1CC(=O)NNC(=S)Nc1ccc(F)cc1	6%	-4%	0.5%	-17%	-4%
COc1ccc(Nc2ncc(C(=O)N3CCC(C(N)=O)CC3)c3ccccc23)cc1	10%	-3%	6.9%	1%	-2%
COc1ccc(C(=O)O/N=C(\C)c2nccs2)cc1	8%	8%	i	5%	1%
CC(C)C[C@@H](CN=[N+]=[N-])N1CCN(Cc2ccccc2)CCC1=O	-6%	9%	0.5%	4%	5%
CCOC(=O)c1cc(-c2ccccc2)sc1NC(=O)C(C)N1C(=O)c2ccccc2C1=O (stereo not drawn)	1%	0%	0.1%	14%	-8%
CCn1c(CCC(=O)O)nc2cc(S(=O)(=O)N3CCOCC3)ccc21	-24%	-9%	2.3%	3%	/
COc1cc(/C=N/n2c(-c3cc(C)[nH]n3)n[nH]c2=S)ccc1O	-11%	-9%	1.3%	-26%	6%
c1ccc(CCNc2ccccn2)nc1	1%	/	2.8%	/	/
Cc1cc(C)c(S(=O)(=O)NCc2cn3c(C)csc3n2)c(C)c1	-10%	4%	6.3%	-2%	6%
O=C(c1cc(COc2ccc(F)cc2Cl)on1)N1CC[C@@H]2CCCC[C@H]2C1	-8%	5%	i	-13%	3%
Cc1ccc(NC(=O)COC(=O)CCC2CCCC2)cc1S(=O)(=O)N1CCOCC1	1%	3%	2.8%	72%	/
O=C1OCCN1C(=O)[C@H]1[C@H](c2ccccc2)C(c2ccccc2)=NN1c1ccc(Br)cc1	-17%	/	i	/	/
CCc1nnc(NC(=O)CSc2nc3cc(OC)ccc3cc2C)s1	-2%	-4%	1.3%	-12%	9%
O=C(N/N=C/c1ccccn1)c1ccc2nc[nH]c2c1	/	-4%	1.5%	-7%	-3%
CCOC(=O)CNC(=O)CSc1nnc(NC(=O)c2ccc(C)cc2)s1	-4%	3%	0.3%	30%	1%
Cc1cccc(C(=O)NCC(=O)N2CCCCCCC2)c1	-4%	-6%	0.7%	-4%	/
CC(C)(C)c1cc[n+](-c2[nH]c(=O)sc2/C=N/NC(=O)c2ccccc2[O-])cc1	12%	5%	0.3%	-16%	-15%
CC(C)Oc1cccc(C(=O)C2CCCN(C(=O)c3ccc4c(c3)OCO4)C2)c1 (stereo not drawn)	4%	10%	2.6%	20%	2%
